Pf apPOL inh = Pf-apPOL DNA polymerase inhibition; Recombinant Pf-apPOL, molecular beacon fluorescence, 1.5 h; inhibition, % at 10 µM; 210,000 tested, 0.25% active; AID 1794808
mHTT CaM bind = mHTT-calmodulin interaction abrogation. P42858. AlphaScreen His-mHTT/GST-CaM binding, luminescence. inhibition, % at 15 µM. 190,000 tested, 3.6% active;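 note: 0% = both proteins with DMSO and 100% = one protein alone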
Target sequence (P42858 whole entry, looked up, stated change not applied): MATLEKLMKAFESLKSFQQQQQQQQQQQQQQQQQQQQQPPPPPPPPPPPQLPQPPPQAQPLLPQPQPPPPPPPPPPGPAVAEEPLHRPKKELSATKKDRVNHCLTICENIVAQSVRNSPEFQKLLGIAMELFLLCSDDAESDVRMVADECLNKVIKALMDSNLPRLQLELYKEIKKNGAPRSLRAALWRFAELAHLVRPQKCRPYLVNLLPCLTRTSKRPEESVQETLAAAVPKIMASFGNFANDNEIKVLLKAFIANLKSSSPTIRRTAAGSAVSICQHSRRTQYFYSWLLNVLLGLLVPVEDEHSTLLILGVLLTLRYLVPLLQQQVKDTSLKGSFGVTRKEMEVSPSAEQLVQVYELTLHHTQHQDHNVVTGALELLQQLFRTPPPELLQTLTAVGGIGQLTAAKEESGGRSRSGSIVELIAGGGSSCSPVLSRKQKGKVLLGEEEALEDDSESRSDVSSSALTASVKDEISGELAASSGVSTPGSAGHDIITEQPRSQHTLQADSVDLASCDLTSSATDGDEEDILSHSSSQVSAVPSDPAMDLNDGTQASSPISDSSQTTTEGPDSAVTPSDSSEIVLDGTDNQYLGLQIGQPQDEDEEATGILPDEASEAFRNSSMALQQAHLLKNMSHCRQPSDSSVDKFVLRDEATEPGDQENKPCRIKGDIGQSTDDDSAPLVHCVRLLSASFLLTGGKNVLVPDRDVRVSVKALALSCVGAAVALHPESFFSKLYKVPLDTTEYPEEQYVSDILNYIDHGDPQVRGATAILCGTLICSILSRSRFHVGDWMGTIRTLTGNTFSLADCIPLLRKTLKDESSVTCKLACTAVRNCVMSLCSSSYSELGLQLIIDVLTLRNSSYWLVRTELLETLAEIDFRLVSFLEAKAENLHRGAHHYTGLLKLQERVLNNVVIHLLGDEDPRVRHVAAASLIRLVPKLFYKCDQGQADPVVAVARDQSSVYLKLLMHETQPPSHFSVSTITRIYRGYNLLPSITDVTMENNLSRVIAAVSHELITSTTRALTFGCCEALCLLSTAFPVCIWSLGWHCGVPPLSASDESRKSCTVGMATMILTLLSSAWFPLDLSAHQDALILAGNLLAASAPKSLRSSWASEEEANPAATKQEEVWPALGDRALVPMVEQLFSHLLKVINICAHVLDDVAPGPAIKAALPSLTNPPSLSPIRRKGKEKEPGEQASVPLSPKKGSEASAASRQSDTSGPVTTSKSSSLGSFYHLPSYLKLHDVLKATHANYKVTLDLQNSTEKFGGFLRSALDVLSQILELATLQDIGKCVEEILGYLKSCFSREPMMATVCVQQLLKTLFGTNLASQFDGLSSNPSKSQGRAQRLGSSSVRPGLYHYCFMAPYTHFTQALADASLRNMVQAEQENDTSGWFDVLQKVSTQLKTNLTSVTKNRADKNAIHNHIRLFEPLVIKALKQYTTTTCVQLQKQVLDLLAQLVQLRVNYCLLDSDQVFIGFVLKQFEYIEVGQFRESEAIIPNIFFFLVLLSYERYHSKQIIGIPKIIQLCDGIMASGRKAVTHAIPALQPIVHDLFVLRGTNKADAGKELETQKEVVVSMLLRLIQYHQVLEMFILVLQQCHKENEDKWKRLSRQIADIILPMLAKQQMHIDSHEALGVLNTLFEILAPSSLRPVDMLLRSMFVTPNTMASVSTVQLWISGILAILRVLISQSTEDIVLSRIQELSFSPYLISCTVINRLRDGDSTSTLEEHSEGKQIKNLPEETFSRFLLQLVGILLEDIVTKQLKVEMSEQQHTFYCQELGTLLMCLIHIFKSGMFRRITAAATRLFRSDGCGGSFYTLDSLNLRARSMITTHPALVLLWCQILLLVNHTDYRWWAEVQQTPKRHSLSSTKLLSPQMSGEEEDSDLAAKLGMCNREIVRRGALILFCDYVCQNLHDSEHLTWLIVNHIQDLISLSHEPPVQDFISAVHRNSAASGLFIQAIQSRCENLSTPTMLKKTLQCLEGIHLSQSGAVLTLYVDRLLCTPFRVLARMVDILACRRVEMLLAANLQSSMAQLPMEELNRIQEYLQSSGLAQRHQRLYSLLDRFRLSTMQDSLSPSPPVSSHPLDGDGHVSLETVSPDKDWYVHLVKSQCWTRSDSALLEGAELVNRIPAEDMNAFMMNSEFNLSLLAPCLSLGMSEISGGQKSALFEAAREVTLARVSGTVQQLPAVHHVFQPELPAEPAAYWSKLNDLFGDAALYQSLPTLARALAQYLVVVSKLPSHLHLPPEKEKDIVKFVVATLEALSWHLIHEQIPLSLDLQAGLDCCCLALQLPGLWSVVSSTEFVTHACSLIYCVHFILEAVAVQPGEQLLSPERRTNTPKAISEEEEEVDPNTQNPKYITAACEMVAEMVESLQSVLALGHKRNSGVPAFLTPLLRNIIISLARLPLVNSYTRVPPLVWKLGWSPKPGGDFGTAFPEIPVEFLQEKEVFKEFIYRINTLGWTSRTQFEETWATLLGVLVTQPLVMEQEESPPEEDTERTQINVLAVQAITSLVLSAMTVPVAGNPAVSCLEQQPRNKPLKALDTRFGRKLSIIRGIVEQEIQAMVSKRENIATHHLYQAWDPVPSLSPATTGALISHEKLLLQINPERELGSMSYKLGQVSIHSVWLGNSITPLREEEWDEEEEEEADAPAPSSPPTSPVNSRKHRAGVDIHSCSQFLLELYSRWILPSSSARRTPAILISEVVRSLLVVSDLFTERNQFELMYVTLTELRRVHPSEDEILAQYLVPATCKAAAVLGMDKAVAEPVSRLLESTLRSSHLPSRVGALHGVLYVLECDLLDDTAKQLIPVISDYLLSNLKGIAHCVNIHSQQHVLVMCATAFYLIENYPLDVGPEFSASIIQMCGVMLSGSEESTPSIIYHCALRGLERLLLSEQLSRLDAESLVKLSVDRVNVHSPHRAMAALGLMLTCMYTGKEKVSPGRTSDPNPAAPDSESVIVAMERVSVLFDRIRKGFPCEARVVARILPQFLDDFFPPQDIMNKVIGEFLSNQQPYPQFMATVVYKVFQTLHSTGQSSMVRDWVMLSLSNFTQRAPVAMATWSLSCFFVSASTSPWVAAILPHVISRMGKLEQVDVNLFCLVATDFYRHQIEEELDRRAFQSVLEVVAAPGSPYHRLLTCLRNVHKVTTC
The depositor's hits bear a star; / = not tested or not shown; & = joins results of further samples. Cut-off read from the data, not from the text of the source: active = inhibition above about 50%; inactive = the rest. Only part of the results is shown; the hit share may differ from the screen's.

Value order – Pf apPOL inh | mHTT CaM bind
COc1cccc(-c2csc(Nc3ccc(C)cn3)n2)c1
→ 0 | 14
O=C(CSCc1ccc(Cl)cc1)c1ccc(OCc2ccc(Cl)c(Cl)c2)cc1
→ 1 | /
COc1ccccc1/C=C1\SC(=O)N(CN2CCCCC2)C1=O
→ -3 | -4
COCC1CCN(C(=O)C2CCN(c3cnn(Cc4ccccc4)c(=O)c3)CC2)CC1
→ -4 | -4
Cc1cc2nc(C(=O)Nc3ccccc3F)cc(C)n2n1
→ 1 | -4
CCN1C=C(c2ccc3ccccc3n2)C(C#N)c2ccccc21 (stereo not given)
→ 7 | 5
CC(C)c1ccc(C(=O)N2CCc3ccccc32)cc1
→ 4 | -20
COc1cccc(C2C3=C(Nc4ncnn42)c2ccccc2OC3c2ccc(SC)cc2)c1 (stereo not given)
→ 2 | 28
O=[N+]([O-])c1cc(C=Nc2ccc(O)c(-c3nc4ccccc4s3)c2)c(O)c([N+](=O)[O-])c1
→ -1 | 16
CC1(C)C=C2C(=CC([N+](=O)[O-])=C3NCCN23)C(=O)C1
→ -10 | 18
O=C(NC1(c2nc(-c3cnccn3)no2)CCCCC1)c1cc2cc(Cl)ccc2[nH]1
→ -2 | 37
CC1CCN(S(=O)(=O)c2ccc(C(=O)Nc3nnc(-c4ccc(F)cc4)o3)cc2)CC1
→ -43 | 27
Cc1ccc(C2C3=C(CC(c4ccccc4O)CC3=O)Nc3ncnn32)cc1 (stereo not given)
→ -3 | 9
O=C(CC1CCCC1)N1CCC(Nc2cccnc2)C1 (stereo not given)
→ -5 | 1
O=C1c2ccccc2C(=O)c2c(NC(=O)c3cc4ccccc4oc3=O)cccc21
→ -11 | 3
O=C(Nc1cc(-c2nc3ccccc3o2)ccc1Cl)c1ccc2c(c1)OCCO2
→ 4 | -3
N#Cc1ccc(Oc2ccc(C(=O)c3ccccc3)cc2)cc1C#N
→ -7 | 1
CC1=C(C(=O)Nc2ccc(F)cc2)C(c2ccccn2)C2=C(CCCC2=O)N1 (stereo not given)
→ 0 | -7
Cc1cccc(NC(=O)C2CCc3sc(C(=O)N4CCOCC4)cc3C2)c1C (stereo not given)
→ -1 | 6
Cc1cc(C)c(NS(=O)(=O)c2ccc(NC(=O)c3cccs3)cc2)c(C)c1
→ 0 | 4
CC(C)c1cccc(N2C=C(C(=O)N3CCOCC3)S(=O)(=O)c3ccccc32)c1
→ 1 | -2
COc1ccc(CN2CCCC2c2cc(C)no2)cc1O (stereo not given)
→ -9 | -1
COc1ccc(CCNC(=O)c2ccc(-n3nc(C)cc3C)nc2)cc1OC
→ -6 | -4
CC(C)(C)c1[nH]nc2c1C(c1ccc(Br)s1)C(C#N)=C(N)O2 (stereo not given)
→ -3 | -1&15
COc1ccc(NC(=O)N2CCCC2c2nc(-c3ccccc3C)no2)cc1 (stereo not given)
→ 1 | 8
COc1cc(C2Nc3cc(C)c(C)cc3NC3=C2C(=O)CC(C)(C)C3)cc([N+](=O)[O-])c1O (stereo not given)
→ -2 | 6
Cc1ccc(-c2cc(C(=O)O)c3cc4c(C(=O)O)cc(-c5ccc(C)o5)nc4cc3n2)o1
→ 4 | 7
Cc1ccccc1CC(=O)N1CCN(c2cc(-c3cccnc3)[nH]n2)CC1
→ -2 | -6
Cc1ccc(C2=NN(C(=O)c3ccccc3)C(c3cccc([N+](=O)[O-])c3)C2)cc1 (stereo not given)
→ -2 | 15
CC(Oc1ccc(Cl)cc1Cl)C(=O)Nc1nccs1 (stereo not given)
→ -9 | /
COc1ccc(NC(=O)N2CCn3cccc3C2C(C)C)cc1 (stereo not given)
→ -2 | 3
CCCn1cc(C2=CCN(S(=O)(=O)Cc3ccccc3)CC2)c2cccnc21
→ -6 | 10
COc1cccc2cc(C(=O)Nc3nccs3)c(=Nc3ccc(C)c(C)c3)oc12
→ 4 | 2
CN1C(=O)NC(c2ccccc2Cl)C2=C1CCCC2=O (stereo not given)
→ -5 | -1
COc1ccc(OC)c(NC(=O)c2cnc3n(c2=O)CCS3)c1
→ -8 | -1
CCC(=O)Nc1cccc(-c2noc(C3CCCN(C(=O)c4sccc4C)C3)n2)c1 (stereo not given)
→ -4 | 9
C[C@H]1CN(c2ccc(Br)cc2)C(=O)[C@@H]1CC(=O)Nc1ccc(Br)cc1
→ -4 | 2
CC(C)n1c(C2CCN(S(=O)(=O)c3ccc(F)cc3)C2)nc2ccncc21 (stereo not given)
→ 1 | 4
O=C1CCCC2=C1C(c1ccc(F)cc1)c1c(nc(SCc3ccccc3F)[nH]c1=O)N2 (stereo not given)
→ -5 | 12
CCCCC1CCC(C(=O)NCC2CCS(=O)(=O)C2)CC1 (stereo not given)
→ -6 | 2
CCCCNC(=O)c1c[nH]c2ccc(S(=O)(=O)Nc3cccc(Cl)c3C)cc2c1=O
→ -2 | 44
CCn1c(CSc2nc3ccccc3n2C)nc2ccccc21
→ -9 | -2
Cc1ccc(O)c(N=Cc2ccc(Cl)c(Cl)c2)c1
→ 10 | 15
O=C(Nc1cccc(-c2nc3ncccc3o2)c1)c1cccc(Br)c1
→ -4&-7 | 1&2
CC(C)(C)N(C(=O)c1ccc(S(=O)(=O)N2CCCC2)cc1)C(=O)N1CCCCC1
→ 5 | 4
C[n+]1ccccc1/C=C1\Sc2ccccc2N1CCO
→ -5 | 6
Cc1cc(N(C)C)nc(NCCNC(=O)Nc2ccc(F)c(Cl)c2)n1
→ -9 | -19
O=C(NCc1cccnc1)C1CCCN(c2nnc3ccc(Cl)cn23)C1 (stereo not given)
→ -2 | 0
Cc1ccc(-c2noc(C3CCCCN3C(=O)C(C)C)n2)cc1 (stereo not given)
→ -1 | -20
COc1ccc(C2C(C#N)=C(N)N(c3ncn[nH]3)C3=C2C(=O)CC(C)(C)C3)cc1OC (stereo not given)
→ -6 | 0
O=C(Nc1cccc([N+](=O)[O-])c1)C1COc2ccccc2O1 (stereo not given)
→ -5 | 0
CCOc1ccc2c(-c3cc4cccc(OC)c4oc3=O)cc(=O)oc2c1
→ -2 | 0
O=[N+]([O-])c1cc(S(=O)(=O)Nc2ccc3oc4c(c3c2)CCCC4)ccc1Cl
→ -9 | 75*
CC(C)CN1CCN(C(=O)c2ccc3ncnc(N4CCCCC4)c3c2)CC1
→ -1 | 22
CC(C)n1c(CC2CCN(S(=O)(=O)c3ccc4c(c3)OCCO4)C2)nc2cccnc21 (stereo not given)
→ -6 | 2
COc1cc([N+](=O)[O-])cc2c1NC(c1ccccc1)C1CC=CC21 (stereo not given)
→ 9 | 46
CCC(=O)N1CCc2cc(Br)cc(S(=O)(=O)NCCN3CCOCC3)c21
→ -4 | 6
COc1ccccc1C(=O)N/C(=C/c1ccc2c(c1)OCO2)C(=O)NCc1ccccc1
→ 4 | 8
O=C(Nc1c2c(nn1-c1cccc(Cl)c1)CS(=O)C2)c1c(F)cccc1F (stereo not given)
→ -2 | 6
Cc1nc(NS(=O)(=O)c2ccccc2)sc1C(=O)NCc1ccco1
→ 2 | -1

New compounds follow.
| SMILES | Pf apPOL inh | mHTT CaM bind |
| --- | --- | --- |
| O=C(NCc1ccccc1F)C1CCc2sc(C(=O)N3CCCCC3)cc2C1 (stereo not given) | -4 | 1 |
| Nc1cc(C(=O)O)c(N)cc1C(=O)O | -14 | 4 |
| CCCn1cc2c3c(cccc31)CN(C(=O)NCc1ccco1)CC2 | -2 | 34 |
| O=C(Nc1ccccc1F)Nc1ccccc1NC(=O)c1ccccc1Cl | -5 | -12 |
| COc1cc2c(cc1OC)/C(=C/C(=O)Nc1c(C)cc(C)cc1C)NC(C)(C)C2 | 1 | 20 |
| C=CCSc1nc(C)c2cc(C)ccc2n1 | 6 | -37 |
| O=C1N=C(N2CCN(CCO)CC2)S/C1=C\c1ccc(O)cc1 | -1 | 4 |
| CCCn1c(C2CCN(C(=O)C3CC3)C2)nc2cccnc21 (stereo not given) | -2 | -9 |
| COc1ccc(OC)c(-n2c(C)nc3cc(C(=O)O)ccc32)c1 | -5 | 18 |
| CCOc1ccc(NC(=O)CN2C(=O)C(c3ccccc3)=NC23CCCCCC3)cc1 | -3 | 6 |
| N#C/C(=C\C=C\c1ccco1)c1nc2ccccc2s1 | -10 | 76* |
| CCn1nnnc1-c1ccc(OC)c(S(=O)(=O)Nc2ccc(F)cc2)c1 | 2&-6 | -5&0 |
| COc1ccc(OC(C)C(=O)NCCc2ccccc2)cc1 (stereo not given) | 6 | -3 |
| CC(CNC(=O)CC1CCN(C(=O)c2ccccc2)CC1)c1ccccc1 (stereo not given) | 0 | -2 |
| COc1ccc(C2SCCN2S(=O)(=O)c2ccc(F)cc2)cc1OC (stereo not given) | 0 | -4 |
| O=C(c1cc2c(s1)CN(C1CCCC1)C2)N1CCCCC1 | 3 | 13 |
| CCCCNC(=O)CCC1N=C2c3ccccc3N=C(SCC(=O)NC(C)CC)N2C1=O (stereo not given) | -4 | 2 |
| c1nc(NCCN2CCOCC2)c2nc3n(c2n1)CCCC3 | 1 | -6 |
| O=C(c1ccc([N+](=O)[O-])cc1)N1CCN(Cc2ccccc2F)CC1 | -14 | -5 |
| Cc1ccccc1C(=O)N1CCCC(c2nc(CNC(=O)C3CCC3)cs2)C1 (stereo not given) | 1 | 3 |
| Nc1nncn1C(=O)COc1ccccc1 | 0 | 4 |
| CCOC(=O)N1CCC(NC(=O)Cc2csc(NC(=O)c3ccc[nH]c3=O)n2)CC1 | 1 | 40 |
| c1ccc(C(CNCC2CCCO2)c2ccccc2)cc1 (stereo not given) | / | -11 |
| COc1cccc(C(=O)N2CCN(C(=O)Cc3ccccc3)CC2)c1 | 2 | -2 |
| CC(=O)NC1=NN(C(C)=O)C(/C=C/c2ccccc2)S1 (stereo not given) | 1 | 5 |
| O=C(CC1COc2ccccc2NC1=O)Nc1cccc(C(F)(F)F)c1 (stereo not given) | -1 | -9 |
| CCOc1cc(/C=C2/NC(=O)NC2=O)ccc1OCc1ccc(Cl)cc1 | -3 | 4 |
| O=C(NC1CCCCCC1)C1CCN(c2nc3cccnc3s2)CC1 | 1 | 5 |
| CC(C)NC(=O)c1ccc(OCC2CCN(C(=O)CC3CCCCC3)CC2)cc1 | -3 | 4 |
| O=C1CSC(c2ccccc2)N1c1ccc(O)cc1 (stereo not given) | -2 | 1 |

Taken from the entries so far for reference:
| SMILES | Pf apPOL inh | mHTT CaM bind |
| --- | --- | --- |
| CC(CNC(=O)CC1CCN(C(=O)c2ccccc2)CC1)c1ccccc1 (stereo not given) | 0 | -2 |
| COc1ccc(C2SCCN2S(=O)(=O)c2ccc(F)cc2)cc1OC (stereo not given) | 0 | -4 |
| O=C(c1cc2c(s1)CN(C1CCCC1)C2)N1CCCCC1 | 3 | 13 |
| CCCCNC(=O)CCC1N=C2c3ccccc3N=C(SCC(=O)NC(C)CC)N2C1=O (stereo not given) | -4 | 2 |
| c1nc(NCCN2CCOCC2)c2nc3n(c2n1)CCCC3 | 1 | -6 |
| O=C(c1ccc([N+](=O)[O-])cc1)N1CCN(Cc2ccccc2F)CC1 | -14 | -5 |
| Cc1ccccc1C(=O)N1CCCC(c2nc(CNC(=O)C3CCC3)cs2)C1 (stereo not given) | 1 | 3 |
| Nc1nncn1C(=O)COc1ccccc1 | 0 | 4 |
| CCOC(=O)N1CCC(NC(=O)Cc2csc(NC(=O)c3ccc[nH]c3=O)n2)CC1 | 1 | 40 |
| c1ccc(C(CNCC2CCCO2)c2ccccc2)cc1 (stereo not given) | / | -11 |
| COc1cccc(C(=O)N2CCN(C(=O)Cc3ccccc3)CC2)c1 | 2 | -2 |
| CC(=O)NC1=NN(C(C)=O)C(/C=C/c2ccccc2)S1 (stereo not given) | 1 | 5 |
| O=C(CC1COc2ccccc2NC1=O)Nc1cccc(C(F)(F)F)c1 (stereo not given) | -1 | -9 |
| CCOc1cc(/C=C2/NC(=O)NC2=O)ccc1OCc1ccc(Cl)cc1 | -3 | 4 |

Additional results.
| SMILES | Pf apPOL inh | mHTT CaM bind |
| --- | --- | --- |
| O=C(NC(Nc1ccccc1)C(Cl)(Cl)Cl)c1cccnc1 (stereo not given) | 1 | 2 |
| O=C(O)CSCC(=O)NC1CCN(Cc2ccccc2)CC1 | 0 | / |
| c1ccc(-n2ncc3c2ncn2nc(CSc4nc5ccccc5s4)nc32)cc1 | 0 | -7 |
| O=S(=O)(c1ccc(Cl)cc1)N1CCC(n2c(-c3ccco3)nc3cccnc32)C1 (stereo not given) | -6 | 24 |
| O=C(Nc1ccc(-c2csnn2)cc1)c1ccccc1C(F)(F)F | 6 | / |
| O=C(O)CCC(C(=O)O)N1C(=O)C(=CC(Cl)=Cc2ccccc2)SC1=S (stereo not given) | -177 | -1 |
| Fc1ccc(N(Cc2ccc3c(c2)OCO3)C(=S)Nc2cccc(C(F)(F)F)c2)cc1 | -4 | / |
| COc1ccc(OC)c(NC(=O)CN(c2ccccc2)S(=O)(=O)c2ccc(Cl)cc2)c1 | -2 | 3 |
| CS(=O)(=O)NC1CC2CC1CN2C(=O)c1cccc(Cl)c1 (stereo not given) | 0 | -2 |
| CN(C)S(=O)(=O)c1cccc(NC(=O)c2cc3c(=O)n4ccccc4nc3s2)c1 | 13 | 0 |
| Cc1noc(-c2cccc(F)c2)c1C(=O)NCCc1cccs1 | 0 | -16 |
| COc1cccc(CNC(=O)c2cnn3c4c(cnc23)CC(C)CC4)c1 (stereo not given) | -2 | 21 |
| O=C(Nc1cccc([N+](=O)[O-])c1)c1cc2ccccc2o1 | 1&2 | 4&6 |
| Cc1cc(Br)c(NC(=S)NNCCC#N)c(Br)c1 | 5 | / |
| COc1ccc(NC(=O)c2ccccc2I)cc1 | -9 | 3 |
| CCCCNC(=O)c1nnn(-c2ccc(F)cc2)c1-c1ccncc1 | 0 | 3 |
| CN1CCC(NC(=O)C2CC(=O)N(Cc3ccc(F)cc3)C2)CC1 (stereo not given) | -6 | -2 |
| O=[N+]([O-])c1cn[nH]c1-c1nnn(C23CC4CC(CC(C4)C2)C3)n1 | -4 | 12 |
| COc1ccc2oc(=Nc3ccc(C(=O)c4ccccc4)cc3)c(C(N)=O)cc2c1 | 2 | -1 |
| COc1ccc(NC(=O)c2cc3c(CO)cnc(C)c3oc2=Nc2cc(Cl)ccc2OC)cc1 | -5 | -1 |
| Cn1c(=O)c2c(nc3n(Cc4ccccn4)c(-c4ccc(Br)cc4)cn23)n(C)c1=O | -5 | -4 |

Screening results from PubChem.
